SW480 rereplic: inducers of DNA re-replication in SW480 colon cancer cells | SW480 DNA re-replication, Hoechst DNA content imaging, 48 h | Potency, µM (doses to about 46.1 µM), for the others: at the highest dose re-replication activation, hits mostly activators | AID 624297 | 1.8% of 340,000 active; note: potency is the fitted concentration of half-maximal effect; % of control where 0% means no effect; nearly all actives have a fitted effect of over 55% in size
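DNA re-replication was detected as more nuclei of elevated Hoechst intensity after 48 hr exposure to compound (23 nL pinned per well of 250 cells).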
HT1080NT lethal: kills 2HG-producing HT-1080-NT fibrosarcoma cells; 1.6% of 360,000 active; Potency, µM (doses to about 46.1 µM), for inactives: at the highest dose activity, negative = less viability, usual class: cytotoxic; HT-1080-NT fibrosarcoma viability, CellTiter-Glo ATP luminescence, 48 h;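 note: NT is the 2HG producing partner of a matched IDH1 knockdown line; potency is the fitted concentration of half-maximal effect; 0% = DMSO-treated cells and -100% = media-only wells without cells; nearly all actives have a fitted effect of over 55% in size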
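Viability of the 2HG-overproducing fibrosarcoma line after 48 hours of compound exposure at 37 degrees C was determined by luminescence with CellTiter-Glo, and concentration-effect curves were then fitted and categorized.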
MCF10A rerep: inducers of DNA re-replication in MCF 10A breast cells. MCF 10A DNA re-replication, Hoechst nuclear intensity, 48 h. Potency, µM (highest dose often 46.1 µM), without a hit: top-dose activity, positive = re-replication, usual class: activators. 2.9% of 350,000 active. AID 624296; note: potency is the fitted concentration of half-maximal effect; % of control where 0% means no effect; nearly all actives have a fitted effect of over 50% in size
HepG2 tox: counter-screen for TGF-b inhibitors: cytotoxicity in HepG2 cells; HepG2 CAGA-GFP viability, ATP luminescence, 18 h; 0.76% of 410,000 active; Potency, µM (top dose mostly 46.1 µM), for the others: at the highest dose activity change, negative = cytotoxicity, usual class: cytotoxic; AID 588856; note: potency is the fitted concentration of half-maximal effect; some results filed as inactive show a strong effect at the top dose
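CellTiter-Glo luminescence gave cytotoxicity after 18 hours at 37 degrees C. The cells were HepG2 CAGA-GFP in 1% FBS DMEM, stimulated with 500 pg/mL TGF-beta after compound addition. %Activity was normalised to no-cell wells (complete cell-killing) and DMSO (no toxicity), and curves were fitted and classified.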
KB-3-1 cytotox: KB-3-1 parental cell cytotoxicity. 1.4% of 400,000 active. KB-3-1 viability, CellTiter-Glo ATP luminescence, 72 h. Potency, µM (doses to about 46.1 µM), for inactives: top-dose activity change, negative = cytotoxic, most hits filed as cytotoxic; note: potency is the fitted concentration of half-maximal effect; % is set by controls: 0 for no effect and ±100 for the full control effect; nearly all actives have a fitted effect of over 60% in size
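Parental KB-3-1 viability, qHTS format: 72 h compound exposure, 37 °C; CellTiter-Glo; media-only wells and DMSO plates as controls; concentration-effect fits on corrected data.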
S2 tox: viability counter-screen for ATXN expression inhibitors. S2 cells (HEK-293 line with an ATXN2-luciferase reporter) viability, CellTiter-Fluor protease fluorescence, 24 h. Potency, µM (highest dose often 56.7 µM), usual class: cytotoxic. 0.49% of 400,000 active; note: potency is the fitted concentration of half-maximal effect; nearly all actives have a fitted effect of over 40% in size
IL1B secr inh: inflammasome signaling inhibition, IL-1 beta readout. activity change, % at 57.5 µM. 4.7% of 360,000 active. AID 743279. THP-1 LPS/ATP IL-1B secretion, AlphaLISA, 16 h; hits give low values; in the data active = activity change below about -50%; inconclusive = mostly about -30% to -49%; note: % is set by controls: 0 for no effect and ±100 for the full control effect
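THP-1 cells pretreated 1 hr with compounds (up to 57.5 uM final), then stimulated with LPS (250 ng/mL final) plus ATP (1.25 mM final); secreted IL-1B measured by AlphaLISA after 16 hr, decreased signal indicating inhibition.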
ATXN2 expr inh: inhibitors of ATXN2 expression; HEK-293 ATXN2-luciferase reporter, luminescence, 24 h; Potency, µM (doses to about 57 µM), for inactives: at the highest dose activity change, negative = inhibition, hits mostly inhibitors; 0.72% of 360,000 active; AID 1745845; note: potency is the fitted concentration of half-maximal effect; % is set by controls: 0 for no effect and ±100 for the full control effect; nearly all actives have a fitted effect of over 55% in size
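ATXN2-luciferase reporter cells (luciferase flanked by upstream and downstream ATXN2 gene portions) were treated 24 h at 37 °C with compounds at up to 57 uM. SteadyGlo luminescence gave expression; GF-AFC fluorescence gave viability.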
HT1080 IDH1KD tx: HT-1080 IDH1 knockdown cell toxicity (counter line). HT-1080 IDH1 knockdown viability, ATP luminescence, 48 h. Potency, µM (doses to about 46.1 µM), for inactives: top-dose activity, negative = toxicity, hits mostly cytotoxic. 2% of 360,000 active. AID 686971;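 note: potency is the fitted concentration of half-maximal effect; 0% = DMSO wells and -100% = cell-free medium wells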
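% activity derives from luminescence (CellTiter-Glo), normalised to DMSO and no-cell wells. HT-1080-IDH1KD cells, 750/well, had 48 h compound exposure at 37 °C.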
Active calls of the source: *; [ ] = dose if it differs, or a comment. Unless noted, calls come from the whole dose curve; as a rule, active = well fitted curve in the direction sought with a large enough effect; inconclusive = small, poorly fitted or top-dose-only effect, or another doubt; inactive = no such curve, though single readings can be large; an effect the other way counts as inactive or inconclusive.

What do the screens show for `CCOc1ccc(S(=O)(=O)N(CCO)CCO)cc1-c1nc2c(C(C)(C)C)nn(C)c2c(=O)[nH]1`?
SW480 rereplic: 2%; HT1080NT lethal: -16%; MCF10A rerep: 2%; HepG2 tox: 5%; KB-3-1 cytotox: -15%; S2 tox: inactive; IL1B secr inh: inconclusive; ATXN2 expr inh: 3%; HT1080 IDH1KD tx: -11%

How did CCN1CCN(S(=O)(=O)c2ccc(Cl)c(C(=O)Nc3ccc(OC(F)F)cc3)c2)CC1 do in these assays?
SW480 rereplic: 11%; HT1080NT lethal: -13%; MCF10A rerep: inconclusive; HepG2 tox: 8.9µM*; KB-3-1 cytotox: -15%; S2 tox: inactive; IL1B secr inh: -11; ATXN2 expr inh: -5%; HT1080 IDH1KD tx: -14%

What do the screens show for `Cc1cc(=O)n2c(sc3ccccc32)c1C#N`?
SW480 rereplic: 23µM*; HT1080NT lethal: -2%; MCF10A rerep: inconclusive; HepG2 tox: -2%; KB-3-1 cytotox: -6%; S2 tox: inactive; IL1B secr inh: -6; ATXN2 expr inh: -10%; HT1080 IDH1KD tx: 22%

What do the screens show for `COc1ccc(NC(=O)CN(C)C(=O)c2ccc3ccccc3n2)cc1`?
SW480 rereplic: 19%; HT1080NT lethal: -5%; MCF10A rerep: -1%; HepG2 tox: 0%; KB-3-1 cytotox: -28%; S2 tox: inactive; IL1B secr inh: 8; ATXN2 expr inh: -9%; HT1080 IDH1KD tx: -10%

Results for O=S(=O)(c1ccc(S(=O)(=O)N2CCCC3(CCCCC3)C2)cc1)N1CCCCC1 ?
SW480 rereplic: -3%; HT1080NT lethal: 0%; MCF10A rerep: -8%; HepG2 tox: 5%; KB-3-1 cytotox: 0%; S2 tox: inactive; IL1B secr inh: 8; ATXN2 expr inh: -10%; HT1080 IDH1KD tx: -2%

What do the screens show for `COc1ccc(CCN2C(=O)NC(NC(=O)CC(C)C)(C(F)(F)F)C2=O)cc1OC` (configuration not stated)?
SW480 rereplic: -5%; HT1080NT lethal: 7%; MCF10A rerep: 3%; HepG2 tox: 0%; KB-3-1 cytotox: -4%; S2 tox: inactive; IL1B secr inh: 6; ATXN2 expr inh: 2%; HT1080 IDH1KD tx: 17%

How did C/C(=N\NC(=O)c1ccncc1)C12CC3CC(CC(C3)C1)C2 do in these assays?
SW480 rereplic: -2%; HT1080NT lethal: 2%; MCF10A rerep: 5%; HepG2 tox: 7%; KB-3-1 cytotox: 1%; S2 tox: inactive; IL1B secr inh: 2; ATXN2 expr inh: 6%; HT1080 IDH1KD tx: 12%

How did Cc1nn(C)c(C)c1CNC(=O)/C=C/c1ccccc1F do in these assays?
SW480 rereplic: -151%[inhibitor]; HT1080NT lethal: -1%; MCF10A rerep: -2%; HepG2 tox: 9%; KB-3-1 cytotox: 16%; S2 tox: inconclusive; IL1B secr inh: 21; ATXN2 expr inh: 9%; HT1080 IDH1KD tx: 3%

How did COc1ccc(NC(=O)CSc2ccccc2)cc1S(=O)(=O)N1CCOCC1 do in these assays?
SW480 rereplic: -2%; HT1080NT lethal: 5%; MCF10A rerep: -5%; HepG2 tox: -14%; KB-3-1 cytotox: -12%; S2 tox: inactive; IL1B secr inh: inactive; ATXN2 expr inh: -7%; HT1080 IDH1KD tx: 20%

What do the screens show for `CN(C)CCNc1ncnc2c1ncn2[C@H]1CN(CCc2ccccc2)C[C@@H](CO)O1`?
HT1080NT lethal: 30%; HepG2 tox: 24%; KB-3-1 cytotox: 0%; S2 tox: inactive; IL1B secr inh: 21; ATXN2 expr inh: 14%; HT1080 IDH1KD tx: 16%

What do the screens show for `OC12CCCCC1C(c1ccc3c(c1)OCO3)N(Cc1ccc(F)cc1)CC2` (configuration not stated)?
SW480 rereplic: -1%; HT1080NT lethal: 1%; MCF10A rerep: -3%; HepG2 tox: -26%; KB-3-1 cytotox: -4%; S2 tox: inconclusive; IL1B secr inh: -2; ATXN2 expr inh: -19%; HT1080 IDH1KD tx: 2%

Results for COC(=O)c1sccc1-c1ccc(/C=N/OC(=O)c2cccs2)o1 ?
SW480 rereplic: -37%[inhibitor]; HT1080NT lethal: 15%; MCF10A rerep: -2%; HepG2 tox: 33%; KB-3-1 cytotox: 10%; S2 tox: inconclusive; IL1B secr inh: 12; ATXN2 expr inh: 5%; HT1080 IDH1KD tx: 11%

What do the screens show for `CCCOc1ccc(C(=O)NCCO)cc1`?
SW480 rereplic: -1%; HT1080NT lethal: 9%; MCF10A rerep: 1%; HepG2 tox: 0%; KB-3-1 cytotox: 7%; S2 tox: inactive; IL1B secr inh: 0; ATXN2 expr inh: 2%; HT1080 IDH1KD tx: -3%

What do the screens show for `Cn1nnnc1SCC(=O)Nc1ccccc1C(=O)NCc1ccccc1`?
SW480 rereplic: 10%; HT1080NT lethal: 0%; MCF10A rerep: 22%; HepG2 tox: 14%; KB-3-1 cytotox: -1%; S2 tox: inactive; IL1B secr inh: 9; ATXN2 expr inh: -14%; HT1080 IDH1KD tx: -24%

How did CCOC(=O)C1=C(c2ccccc2)OC(N)=C(C#N)C1c1cccnc1 (configuration not stated) do in these assays?
SW480 rereplic: -12%; HT1080NT lethal: 3%; MCF10A rerep: 2%; HepG2 tox: -7%; KB-3-1 cytotox: 10%; S2 tox: inactive; IL1B secr inh: -23; ATXN2 expr inh: -12%; HT1080 IDH1KD tx: -2%

Results for O=C1NCC(CN(c2ccccc2)c2ccccc2)O1 (configuration not stated) ?
SW480 rereplic: -3%; HT1080NT lethal: -5%; MCF10A rerep: -178%[0.0737 µM]; HepG2 tox: 2%; KB-3-1 cytotox: 9%; S2 tox: inactive; IL1B secr inh: 6; ATXN2 expr inh: -6%; HT1080 IDH1KD tx: 1%

How did CN1CCN(Cc2cccc(Oc3ccc(Cl)cc3)c2)CC1 do in these assays?
SW480 rereplic: 1%; HT1080NT lethal: inconclusive; MCF10A rerep: -2%; HepG2 tox: -31%; KB-3-1 cytotox: -12%; S2 tox: inactive; IL1B secr inh: inconclusive; ATXN2 expr inh: 5%; HT1080 IDH1KD tx: -15%

How did Cc1nn(Cc2ccc(Cl)cc2)c(C)c1NC(=O)c1ccc([N+](=O)[O-])cc1 do in these assays?
SW480 rereplic: 2%; HT1080NT lethal: -17%; MCF10A rerep: -2%; HepG2 tox: 2%; KB-3-1 cytotox: -7%; S2 tox: inactive; IL1B secr inh: -74*; ATXN2 expr inh: -8%; HT1080 IDH1KD tx: -15%

Results for CC1(C)OC(=O)C(=CSc2ccc(C(C)(C)C)cc2)C(=O)O1 ?
SW480 rereplic: -6%; HT1080NT lethal: -6%; MCF10A rerep: 0%; HepG2 tox: -1%; KB-3-1 cytotox: 28%; S2 tox: inactive; IL1B secr inh: -17; ATXN2 expr inh: -4%; HT1080 IDH1KD tx: 14%

How did CC(C)(C)c1ccc(-c2conc2N)cc1 do in these assays?
SW480 rereplic: inconclusive; HT1080NT lethal: inconclusive; MCF10A rerep: 18µM*; HepG2 tox: -47%; KB-3-1 cytotox: -2%; S2 tox: inactive; IL1B secr inh: 4; ATXN2 expr inh: 82%[activator]; HT1080 IDH1KD tx: inconclusive

Results for COc1ccc(C2CC(=O)c3cc(-c4nc(-c5cccc([N+](=O)[O-])c5)cs4)c(=O)n(-c4ccccc4N)c3C2)cc1 (configuration not stated) ?
HepG2 tox: 1%; KB-3-1 cytotox: 15%; S2 tox: inactive; ATXN2 expr inh: 9%

How did Cc1c(-c2c(C#N)c(N)nc3c2CCCCCC3)cnn1C do in these assays?
SW480 rereplic: 14%; HT1080NT lethal: 2%; MCF10A rerep: 4%; HepG2 tox: -40%; KB-3-1 cytotox: 9%; S2 tox: inactive; IL1B secr inh: -7; ATXN2 expr inh: 5%; HT1080 IDH1KD tx: 3%

Results for Cc1ccc(Nc2c(O)nc[nH]c2=O)cc1C ?
SW480 rereplic: -14%; HT1080NT lethal: 2%; MCF10A rerep: -4%; HepG2 tox: -11%; KB-3-1 cytotox: 1%; S2 tox: inactive; IL1B secr inh: 13; ATXN2 expr inh: 13%; HT1080 IDH1KD tx: 0%

How did COc1ccc(N2CC(NS(=O)(=O)c3cccs3)CC2=O)cc1 (configuration not stated) do in these assays?
SW480 rereplic: -63%[inhibitor]; HT1080NT lethal: 17%; MCF10A rerep: inconclusive; HepG2 tox: 16%; KB-3-1 cytotox: 0%; S2 tox: inactive; IL1B secr inh: 22; ATXN2 expr inh: 0%; HT1080 IDH1KD tx: 8%

What do the screens show for `Cc1ccccc1CN1CCN(C2CCC2)CC1CCO` (configuration not stated)?
SW480 rereplic: inconclusive; HT1080NT lethal: 4%; MCF10A rerep: 3%; HepG2 tox: -3%; KB-3-1 cytotox: 2%; S2 tox: inactive; IL1B secr inh: 8; ATXN2 expr inh: 11%; HT1080 IDH1KD tx: 6%

What do the screens show for `Cc1ccc(-n2c(SCC(=O)Nc3ccc4c(c3)OCO4)nnc2-c2ccccn2)cc1`?
SW480 rereplic: -3%; HT1080NT lethal: 5%[9.24 µM]; MCF10A rerep: 8%; HepG2 tox: -16%; KB-3-1 cytotox: 6%; S2 tox: inconclusive; IL1B secr inh: 0; ATXN2 expr inh: -7%; HT1080 IDH1KD tx: inconclusive

2 records picked at random from the list so far, as already listed:
How did Cc1c(-c2c(C#N)c(N)nc3c2CCCCCC3)cnn1C do in these assays?
SW480 rereplic: 14%; HT1080NT lethal: 2%; MCF10A rerep: 4%; HepG2 tox: -40%; KB-3-1 cytotox: 9%; S2 tox: inactive; IL1B secr inh: -7; ATXN2 expr inh: 5%; HT1080 IDH1KD tx: 3%

How did COc1ccc(N2CC(NS(=O)(=O)c3cccs3)CC2=O)cc1 (configuration not stated) do in these assays?
SW480 rereplic: -63%[inhibitor]; HT1080NT lethal: 17%; MCF10A rerep: inconclusive; HepG2 tox: 16%; KB-3-1 cytotox: 0%; S2 tox: inactive; IL1B secr inh: 22; ATXN2 expr inh: 0%; HT1080 IDH1KD tx: 8%
